High-throughput results as filed in PubChem BioAssay.
GASC1 inh – KDM4C (human) demethylase inhibition. Q9H3R0. GST-KDM4C 2-372, H3K9me3 peptide, LANCE TR-FRET. inhibition, % at 12.5 µM. 96,000 tested, 0.15% active. AID 720574;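 active = mean replicate inhibition above about 25%, with at least 55% of replicates also reaching it, limit read from the data, passing the limit was not always enough; inconclusive = only one of those two conditions met; inactive = neither condition met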
Target sequence (Q9H3R0 2-372 limits assumed): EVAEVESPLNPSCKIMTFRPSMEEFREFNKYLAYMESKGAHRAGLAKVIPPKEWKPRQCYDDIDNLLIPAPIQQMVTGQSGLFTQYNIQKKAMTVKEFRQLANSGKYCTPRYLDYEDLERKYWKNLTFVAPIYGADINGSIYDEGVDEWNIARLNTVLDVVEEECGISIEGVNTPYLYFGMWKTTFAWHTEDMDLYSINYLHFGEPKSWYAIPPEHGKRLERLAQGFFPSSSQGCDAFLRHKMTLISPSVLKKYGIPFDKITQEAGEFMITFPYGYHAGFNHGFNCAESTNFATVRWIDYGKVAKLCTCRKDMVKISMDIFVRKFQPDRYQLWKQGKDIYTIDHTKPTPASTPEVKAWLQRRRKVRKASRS
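System: N-terminal GST-fused human GASC-1 (KDM4C) fragment, residues 2-372 / Amount: 10 nM GST-KDM4C in enzyme reaction / Also added: H3K9me3 peptide with Fe(II)/2OG / Times: 30 min demethylation and 1 h detection at room temperature / Signal: LANCE TR-FRET / Read-out basis: Fall in 671/618 emission ratio as inhibition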
T cruzi growth – inhibitors of T. cruzi proliferation. inhibition, % at 8.34 µM. AID 624255. 77,000 tested, 5.9% active. T. cruzi beta-gal in NIH3T3, GalScreen luminescence, 90 h;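 active = mean inhibition above about 93%, with at least 55% of replicates each passing it, limit read from the data, passing the limit was not always enough; inconclusive = only one of those two conditions holds; inactive = neither condition holds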
C diff growth – C. difficile growth inhibition; Clostridium difficile clinical isolate growth, OD600, 24 h; active compounds read low; growth activity, negative = inhibition, % at 16 µg/mL (by protocol); 86,000 tested, 0.25% active;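 active = mean growth activity at or below -80% and every replicate also at or below -80%; inconclusive = mean at or below -80% but some replicate above -80%; inactive = mean growth activity above -80%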;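 note: 0% = DMSO wells and -100% = levofloxacin 16 µg/mL wells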
Pf Dd2 growth – P. falciparum Dd2 growth inhibition. SYBR Green, 72 h; active compounds read low. activity change, % at 10 µM. 94,000 tested, 2.3% active. AID 1159554; in the data active = activity change below about -80%; inconclusive = no clear call, values can overlap the other calls
* = called active by the depositor; u = inconclusive; x = not tested or not shown; & = joins results of further samples. Outcome played no part in choosing rows; overall some 7.3% were active at least once.

A first look, two compounds:
No. | Molecule | GASC1 inh | T cruzi growth | C diff growth | Pf Dd2 growth
1 | COc1ccc(S(=O)(=O)N(C)C[C@@H]2OCCCC[C@H](C)Oc3ccc(NC(=O)NC4CCCCC4)cc3C(=O)N([C@@H](C)CO)C[C@H]2C)cc1 | -1.1 | 74 | -8 | u
2 | CCCN(C)C[C@H]1OCCCC[C@H](C)Oc2ccc(NS(C)(=O)=O)cc2C(=O)N([C@H](C)CO)C[C@H]1C | 0.1 | -13 | 5 | -43

Results (from the top)
No. | Molecule | GASC1 inh | T cruzi growth | C diff growth | Pf Dd2 growth
1 | COc1ccc(S(=O)(=O)N(C)C[C@@H]2OCCCC[C@H](C)Oc3ccc(NC(=O)NC4CCCCC4)cc3C(=O)N([C@@H](C)CO)C[C@H]2C)cc1 | -1.1 | 74 | -8 | u
2 | CCCN(C)C[C@H]1OCCCC[C@H](C)Oc2ccc(NS(C)(=O)=O)cc2C(=O)N([C@H](C)CO)C[C@H]1C | 0.1 | -13 | 5 | -43
3 | OC[C@H]1[C@@H](c2ccc(-c3ccc(F)cc3)cc2)[C@H]2CN(CCC(F)(F)F)CCCCN21 | -2.0 | 102* | 59 | -50
4 | CCCN(C[C@H]1[C@H](c2ccccc2)[C@@H](CO)N1C(C)=O)C(=O)NC(C)C | -4.1 | 7&25 | -5&-5 | -2&7
5 | Cc1noc(C)c1S(=O)(=O)Nc1ccc2c(c1)CC(=O)N([C@H](C)CO)C[C@H](C)[C@H](CN(C)C(=O)Nc1ccc(F)cc1)O2 | -1.0 | 17 | -3 | 4
6 | Cc1noc(C)c1NC(=O)N(C)C[C@H]1Oc2ccc(NC(=O)Nc3ccc4c(c3)OCO4)cc2C(=O)N([C@H](C)CO)C[C@@H]1C | 0.9 | -12 | 0 | 10
7 | C[C@H](CO)N1C[C@H](C)[C@@H](CN(C)CC2CC2)Oc2ccc(NC(=O)Cc3cn(C)c4ccccc34)cc2CC1=O | -1.9 | 13 | 2 | -13
8 | COc1ccc(CN(C)C[C@@H]2OCCCC[C@@H](C)Oc3ccc(NS(=O)(=O)c4ccccc4)cc3C(=O)N([C@H](C)CO)C[C@H]2C)cc1 | -0.6 | 11 | 2 | -51
9 | O=C([C@H]1N[C@H]2c3ccc(C4=CCCCC4)c(=O)n3C[C@H]2[C@@H]1CO)N1CCc2ccccc2C1 | 0.2 | -12 | 1 | 21
10 | COCC#Cc1ccc([C@@H]2[C@@H](CO)N3C(=O)CN(C(=O)Nc4ccccc4F)C[C@H]23)cc1 | 1.7 | x | 1 | -65
11 | C[C@@H]1CN([C@@H](C)CO)S(=O)(=O)c2ccc(Br)cc2O[C@H]1CN(C)Cc1ccccc1 | 0.6 | 99* | 25 | -15
12 | O=C(N[C@H]1CC[C@H](CCNS(=O)(=O)Cc2ccccc2)O[C@H]1CO)c1cnccn1 | 3.0 | -34 | x | 25
13 | CN(C)CC(=O)N1CC2(C1)[C@@H](c1ccccc1)[C@@H](CO)N2C(=O)C1CCCC1 | 0.6 | x | 1 | 30
14 | C[C@H]1CN([C@@H](C)CO)C(=O)c2cccc(NC(=O)Nc3ccc4c(c3)OCO4)c2O[C@@H]1CN(C)C(=O)Nc1ccccc1 | -0.4 | 31 | 7 | 32
15 | O=C(c1ccc2c(c1)OCO2)N1CC2(C1)[C@H](c1ccccc1)[C@@H](CO)N2C(=O)C1CCC1 | 0.3 | x | -3 | -63
16 | CC(C)NC(=O)Nc1ccc2c(c1)CC(=O)N([C@H](C)CO)C[C@H](C)[C@@H](CN(C)C(=O)Nc1ccccc1)O2 | -0.4 | 22 | -12 | -6
17 | O=C(c1ccc(F)cc1)N1CCCCN2[C@H](CO)[C@H](c3ccc(C#CC4(O)CCCC4)cc3)[C@@H]2C1 | -1.1 | 107* | 6 | 17
18 | CCc1cnc(N2[C@H](C#N)[C@@H](c3ccccc3)[C@@H]2CO)s1 | 2.3 | 36 | 1 | 14
19 | C[C@@H]1CN([C@@H](C)CO)C(=O)Cc2cc(N(C)C)ccc2O[C@H]1CN(C)CC1CC1 | 5.3 | 13 | -12 | -33
20 | CN1c2ccc(-c3ccccc3F)cc2[C@H]2[C@H](CCN2C(=O)CN2CCOCC2)[C@H]1CO | 1.0 | 63 | -2 | 21
21 | COc1ccc(NC(=O)N(C)C[C@H]2Oc3ccc(NC(=O)Nc4ccccc4)cc3C(=O)N([C@@H](C)CO)C[C@@H]2C)cc1 | 2.0 | -20 | 4 | 34
22 | CC(C)NC(=O)Nc1ccc2c(c1)C(=O)N([C@H](C)CO)C[C@@H](C)[C@H](CN(C)C(=O)Nc1ccc(C(F)(F)F)cc1)OCCCC[C@H](C)O2 | -1.4 | 80 | 4 | -36
23 | C[C@@H]1CN([C@@H](C)CO)C(=O)c2cc(C#CC3CC3)cnc2O[C@@H]1CN(C)C(=O)Nc1ccc(F)cc1 | 0.0 | 67 | 36 | -19
24 | O=C(C[C@H]1CC[C@@H](NS(=O)(=O)c2ccccc2)[C@H](CO)O1)N1CCN(c2ccccc2)CC1 | 2.1 | x | -3 | -5
25 | Cc1noc(C)c1S(=O)(=O)Nc1ccc2c(c1)C(=O)N([C@H](C)CO)C[C@@H](C)[C@H](CN(C)Cc1ccccc1)OCCCC[C@H](C)O2 | -0.2 | x | 2 | -46
26 | O=C(c1ccccc1F)N1CC(=O)N2[C@H](C1)[C@@H](c1ccc(-c3ccccc3)cc1)[C@@H]2CO | -0.3 | x | -8 | -29
27 | C[C@H]1CN([C@@H](C)CO)C(=O)c2cccc(NC(=O)NC3CCCCC3)c2O[C@H]1CN(C)Cc1ccc(C(=O)O)cc1 | -1.2 | 53 | -2 | -58
28 | CC(C)C#Cc1ccc2c(c1)O[C@@H](CN(C)C(=O)Nc1ccccc1)[C@@H](C)CN([C@H](C)CO)S2(=O)=O | 0.2 | x | 3 | -77
29 | COc1ccc(S(=O)(=O)N2CC[C@@H]3[C@H]2c2cc(-c4cccc(C#N)c4)ccc2N[C@@H]3CO)cc1 | -0.3 | 36 | -2 | 5
30 | CCC(=O)N1[C@@H]2c3cccc(=O)n3C[C@@H]2[C@@H](CO)[C@@H]1C(=O)NC1CCCCC1 | 0.4 | 40 | -1 | 5
31 | C[C@H]1CN([C@@H](C)CO)C(=O)Cc2cc(NC(=O)C3CCCCC3)ccc2O[C@@H]1CN(C)C(=O)Nc1ccccc1 | -1.2 | -7 | 2 | 3
32 | COc1ccc(S(=O)(=O)Nc2ccc3c(c2)C(=O)N([C@@H](C)CO)C[C@H](C)[C@H](CN(C)S(=O)(=O)c2cccs2)OCCCC[C@H](C)O3)cc1 | -0.8 | 94 | -12 | -59
33 | N#C[C@H]1[C@H](c2ccc(-c3cccc(F)c3)cc2)[C@H](CO)N1S(=O)(=O)c1cccc(F)c1 | -1.7 | 96* | 7 | -37
34 | COc1ccc(-c2ccc(C3[C@H]4CNC[C@@H]3N4S(=O)(=O)Cc3ccccc3)cc2)cc1 (some centres not stated) | x | x | 36 | 10
35 | CO[C@H]1CN(C)C(=O)c2cc(NC(=O)c3cnccn3)ccc2OC[C@@H](C)N(C(=O)C2CC2)C[C@@H]1C | -1.0 | 50 | -1 | -10
36 | Cc1ccc(S(=O)(=O)Nc2ccc3c(c2)C(=O)N([C@H](C)CO)C[C@H](C)[C@@H](CN(C)C(=O)CCC(F)(F)F)OCCCC[C@H](C)O3)cc1 | -0.2 | 19 | x | 8
37 | C[C@@H]1CN([C@H](C)CO)C(=O)Cc2cc(NS(=O)(=O)c3cccs3)ccc2O[C@@H]1CN(C)Cc1ccc2c(c1)OCO2 | 0.8 | 37 | 2 | -20
38 | C[C@@H]1CN([C@H](C)CO)C(=O)c2cc(C#Cc3ccc(F)cc3)cnc2O[C@H]1CN(C)Cc1ccccn1 | 1.2 | 51 | -7 | -49
39 | Cc1nn(C)cc1NC(=O)C[C@@H]1CC[C@@H]2[C@@H](COc3ccc(NC(=O)c4cccc(F)c4)cc3C(=O)N2C)O1 | 1.8 | 28 | -7 | 2
40 | C[C@H]1CCCCO[C@H](CN(C)Cc2ccncc2)[C@@H](C)CN([C@@H](C)CO)C(=O)c2cc(NC(=O)Nc3ccc(C(F)(F)F)cc3)ccc2O1 | -0.4 | 99* | 6 | 14
41 | C[C@H](CO)N1C[C@H](C)[C@H](CN(C)C(=O)Nc2ccc3c(c2)OCCO3)OCc2cnnn2CCCC1=O | x | 11 | -2 | 10
42 | C/C=C/c1ccc([C@H]2[C@@H](CO)N(CC3CC3)[C@@H]2CNC(=O)NC(C)C)cc1 | 1.2 | x | 5 | -6
43 | O=C(C[C@H]1C[C@H]2c3cc(NC(=O)CC4CC4)ccc3O[C@H]2[C@@H](CO)O1)NCc1ccccc1F | -2.1 | -11 | 3 | 2
44 | C[C@H](CO)N1C[C@H](C)[C@H](CN(C)CC2CCCC2)Oc2ncc(C#Cc3ccccn3)cc2C1=O | -0.5 | -12 | x | -1
45 | N#Cc1cccc(-c2ccc(C3[C@H]4CNC[C@@H]3N4Cc3cc(-c4ccccc4)on3)cc2)c1 (some centres not stated) | -0.5&-1.2 | x | -4&-59 | -39&-61
46 | C[C@@H]1CN([C@H](C)CO)C(=O)c2cc(NC(=O)c3ccccc3)ccc2O[C@@H](C)CCCCO[C@@H]1CN(C)Cc1ccncc1 | 1.1 | 59 | 1 | -30
47 | CCCN1[C@@H]2Cn3c(ccc(/C=C/c4ccccc4)c3=O)[C@H]1[C@@H](C(=O)NCc1ccccn1)[C@@H]2CO | -3.1 | 25 | -1 | 7
48 | O=C(Cc1ccccn1)N1CC2(C1)[C@@H](c1ccccc1)[C@H](CO)N2C(=O)c1ccncc1 | 2.2 | x | -1 | -21
49 | O=C(CCN1CCCCC1)NCC[C@@H]1CC[C@H](NC(=O)c2ccc(F)cc2)[C@H](CO)O1 | 0.4 | -13 | x | -2
50 | C[C@H](CO)N1C[C@H](C)[C@H](CN(C)S(=O)(=O)c2ccc(Cl)cc2)OCCCC[C@H](C)Oc2ccc(NC(=O)C3CCCCC3)cc2C1=O | 0.9 | 106* | -1 | -68
51 | COc1cccc(S(=O)(=O)N(C)C[C@@H]2OCc3ccccc3-c3ccccc3C(=O)N([C@@H](C)CO)C[C@@H]2C)c1 | 0.0 | 105* | -5 | -66
52 | Cc1noc(C)c1NC(=O)N(C)C[C@@H]1OCCCC[C@@H](C)Oc2ccc(NC(=O)Nc3cccc4ccccc34)cc2C(=O)N([C@@H](C)CO)C[C@@H]1C | x | x | 1 | -6
53 | CC(C)NC(=O)N(C)C[C@@H]1Oc2cc(C#CCN(C)C)ccc2S(=O)(=O)N([C@@H](C)CO)C[C@H]1C | 1.2 | 13 | -2 | 5
54 | COc1ccc(NC(=O)N2CC(=O)N3[C@H](CO)[C@@H](c4ccc(C5=CCCC5)cc4)[C@H]3C2)cc1 | -0.4 | x | 0 | -5
55 | COCC(=O)N1[C@H](C#N)[C@H](c2ccccc2)[C@@H]1CO | -1.1 | 29 | -1 | 30
56 | CC(C)C#Cc1ccc([C@H]2[C@@H](CO)N3C(=O)CN(C(=O)Cc4ccccc4)C[C@H]23)cc1 | 0.8 | x | -2 | -69
57 | CO[C@@H]1CC[C@H]2CCOc3ccc(C#N)cc3C(=O)N(C)[C@@H](C)C(=O)N(C)C[C@@H]1O2 | 2.0 | 8 | -5 | x
58 | COc1ccc(S(=O)(=O)N(C)C[C@H]2Oc3cc(C4=CCCC4)ccc3S(=O)(=O)N([C@H](C)CO)C[C@H]2C)cc1 | 4.2 | 122* | 2 | -38
59 | C[C@H](CO)N1C[C@H](C)[C@@H](CN(C)Cc2ccccn2)Oc2cc(-c3cccnc3)ccc2S1(=O)=O | 0.1 | 85 | 2 | -56
60 | C[C@H](CO)N1C[C@H](C)[C@H](CN(C)C(=O)Nc2ccc(C(F)(F)F)cc2)Oc2ccc(NS(C)(=O)=O)cc2C1=O | -0.6 | 24 | -1 | 19
61 | N#C[C@H]1[C@H](c2ccccc2C2=CCCCC2)[C@@H](CO)N1C(=O)C1CCOCC1 | -2.5 | x | -3 | 17
62 | COc1ccccc1NC(=O)N[C@H]1CC[C@@H](CCNC(=O)Cc2ccccn2)O[C@@H]1CO | 1.5 | x | 1 | 8
63 | C[C@@H]1CN([C@@H](C)CO)C(=O)c2cc(NC(=O)Nc3cccc4ccccc34)ccc2O[C@H]1CN(C)C(=O)Nc1cccc2ccccc12 | -2.9 | 42 | 23 | -47

Full records, quoted from the list:
Results for COc1ccc(NC(=O)N2CC(=O)N3[C@H](CO)[C@@H](c4ccc(C5=CCCC5)cc4)[C@H]3C2)cc1 : GASC1 inh = -0.4; T cruzi growth = x; C diff growth = 0; Pf Dd2 growth = -5
Results for O=C(CCN1CCCCC1)NCC[C@@H]1CC[C@H](NC(=O)c2ccc(F)cc2)[C@H](CO)O1 : GASC1 inh = 0.4; T cruzi growth = -13; C diff growth = x; Pf Dd2 growth = -2
